# Tb PFK block = qHTS Assay to Find Inhibitors of T. brucei phosphofructokinase; ATP-dependent 6-phosphofructokinase (Trypanosoma brucei brucei), O15648; T. brucei PFK, ADP-Glo luminescence; Potency, µM (top dose mostly 57.5 µM), for inactives: at the highest dose activity, negative = inhibition, usual class: inhibitors; actives 0.17% (n = 330,000);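 also: potency is read from the fitted curve at half-maximal effect; 0% = uninhibited 1x PFK enzyme wells and -100% = no-enzyme wells; nearly all actives have a fitted effect of over 60% in size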
#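 In TEA buffer at pH 8.0 with 5 mM MgCl2, enzyme (1.25 nM) converted F6P (0.5 mM) and ATP (0.1 mM) for 45 min at room temperature. ADP product was read by luciferase luminescence.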
# NPC1 promoter act = qHTS Assay for NPC1 Promoter Activators. Potency, µM (titrated, usually from 9.22 µM), without a hit: at the highest dose activation, usual class: activators. Huh7 NPC1 promoter luciferase reporter, 24 h. actives 2.4% (n = 320,000);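 also: potency is read from the fitted curve at half-maximal effect; % of control where 0% means no effect; nearly all actives have a fitted effect of over 60% in size; reporter is driven by a mutant NPC1 promoter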
#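 Luminescence from an NPC1 promoter-driven luciferase reporter in stably transfected Huh7 cells was measured after 24 h compound treatment at 37 °C, followed by 10 min ambient incubation with luciferase detection reagent.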
# TRPV1 agonist = HTS Assay for Compounds that Act as Agonists of the Vanilloid Receptor 1; AID 540275, 2011; actives 0.19% (n = 320,000); activation, % at 8.33 µM; TRPV1-expressing cells, Fluo-8 calcium influx, agonist mode; in the data active = activation above about 80%; inconclusive = between about 30% and that limit; also: 0% is about no effect
#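 Cells expressing TRPV1 were dye-loaded with Fluo-8 and read kinetically: 10 s baseline, 3 min after compound (agonist portion), then 2 min after EC20 capsaicin (allosteric enhancer portion). Calcium-bound dye fluorescence at 480/520 nm.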
# Rab9 prom act = qHTS Assay for Rab9 Promoter Activators | Huh7 Rab9 promoter-luciferase reporter, luminescence, 24 h | Potency, µM (doses to about 9.22 µM), for the others: at the top dose activation, negative = inhibition, most hits filed as activators | actives 2.8% (n = 320,000); also: potency is read from the fitted curve at half-maximal effect; % of control where 0% means no effect; nearly all actives have a fitted effect of over 60% in size
#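 Luminescence from Amplite-detected luciferase (10 minutes, ambient) reports Rab9 promoter activation. Before that, stable Rab9-luciferase Huh7 cells (1500/well, reduced-serum OP-MEM I plus 10% FBS) were exposed to compound for 24 hours at 37C.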
# ELG1 genotox = qHTS screen for small molecules that induce genotoxicity in human embryonic kidney (HEK293T) cells expressing luciferase-tagged ELG1; HEK293T ELG1-luciferase reporter, luminescence, 16 h; Potency, µM (titrated, usually from 46 µM), for the others: at the highest dose activity change, positive = activation, usual class: activators; actives 1.3% (n = 330,000); AID 504466, 2011; also: potency is read from the fitted curve at half-maximal effect; % of control where 0% means no effect; nearly all actives have a fitted effect of over 60% in size
#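 Genotoxicity was scored as increased ELG1-luciferase reporter signal, measured by ONE-Glo luminescence (30 min, room temperature). Compound or vehicle exposure of the HEK293T reporter cells lasted 16 hr at 37°C.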
# FLuc counter = qHTS profiling assay for firefly luciferase inhibitor/activator using purifed enzyme and Km concentrations of substrates (counterscreen for miR-21 project); Luciferin 4-monooxygenase (Photinus pyralis), P08659; purified FLuc, Km substrates, luminescence inhibition; Potency, µM (doses to about 57.5 µM), without a hit: at the top dose activity change, negative = inhibition, usual class: inhibitors; actives 6.9% (n = 360,000); AID 588342, 2011;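 also: potency is read from the fitted curve at half-maximal effect; plate controls were vehicle for no effect and reference inhibitor for full effect; nearly all actives have a fitted effect of over 55% in size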
# Target sequence (P08659 whole entry, looked up): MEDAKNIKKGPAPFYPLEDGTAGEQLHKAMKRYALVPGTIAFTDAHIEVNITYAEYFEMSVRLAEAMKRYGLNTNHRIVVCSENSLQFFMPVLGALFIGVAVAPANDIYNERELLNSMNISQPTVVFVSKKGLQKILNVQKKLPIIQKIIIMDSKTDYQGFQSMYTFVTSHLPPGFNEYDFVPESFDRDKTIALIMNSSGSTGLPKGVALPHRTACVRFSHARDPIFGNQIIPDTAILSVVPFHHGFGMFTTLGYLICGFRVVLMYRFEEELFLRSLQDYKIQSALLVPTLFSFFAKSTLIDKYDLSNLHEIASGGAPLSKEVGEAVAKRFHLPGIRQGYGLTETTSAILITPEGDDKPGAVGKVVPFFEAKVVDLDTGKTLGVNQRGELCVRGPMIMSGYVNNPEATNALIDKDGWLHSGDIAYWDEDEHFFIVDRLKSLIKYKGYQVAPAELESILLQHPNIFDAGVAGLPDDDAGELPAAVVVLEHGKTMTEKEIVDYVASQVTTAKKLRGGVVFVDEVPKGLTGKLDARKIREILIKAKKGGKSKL
#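 Purified P. pyralis luciferase, 10 nM final, with Km-level 10 uM D-luciferin and 10 uM ATP in 50 mM Tris acetate pH 7.5, 10 mM Mg acetate, 0.01% Tween-20, 0.05% BSA; 6-point qHTS titration about 60 µM downward; luminescence read.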
# ELG1 DNA repair = qHTS screen for small molecules that inhibit ELG1-dependent DNA repair in human embryonic kidney (HEK293T) cells expressing luciferase-tagged ELG1; HEK293T ELG1-luciferase reporter, luminescence, 16 h; DNA damage induced by 5-fluorouridine; Potency, µM (series often up to 46.1 µM), for the others: at the top dose activity change, negative = inhibition, most hits filed as inhibitors; actives 2.3% (n = 330,000); also: potency is read from the fitted curve at half-maximal effect; % is scaled to controls: 0 for no effect and ±100 for the full control effect; nearly all actives have a fitted effect of over 55% in size
#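 Quantitative HTS, concentration-response format. 2,000 cells/well co-treated with 5-fluorouridine and compound, 16 hr in 5% CO2 at 37 °C; ONE-Glo luminescence read after 30 min.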
# VP16 counter = VP16 counterscreen qHTS for inhibitors of ROR gamma transcriptional activity; Drosophila S2 Gal4-VP16 UAS-luciferase, luminescence, 20 h; Potency, µM (highest dose often 53.6 µM), without a hit: at the highest dose activity, negative = inhibition, hits mostly inhibitors; actives 3.5% (n = 310,000); AID 2546, 2010;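 also: Gal4-VP16 expression switched on by copper sulfate through the metallothionein promoter; potency is read from the fitted curve at half-maximal effect; % is scaled to controls: 0 for no effect and ±100 for the full control effect; nearly all actives have a fitted effect of over 50% in size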
# RORg inh = qHTS for inhibitors of ROR gamma transcriptional activity; actives 5.4% (n = 310,000); AID 2551, 2010; Potency, µM (doses to about 53.6 µM), for inactives: top-dose activity change, negative = inhibition, most hits filed as inhibitors; Drosophila S2 Gal4-RORgamma UAS-luciferase reporter, 20 h; Nuclear receptor ROR-gamma (Mus musculus), P51450; also: potency is read from the fitted curve at half-maximal effect; % is scaled to controls: 0 for no effect and ±100 for the full control effect; nearly all actives have a fitted effect of over 60% in size
# Target sequence (P51450 whole entry, looked up, the tested form may be a part): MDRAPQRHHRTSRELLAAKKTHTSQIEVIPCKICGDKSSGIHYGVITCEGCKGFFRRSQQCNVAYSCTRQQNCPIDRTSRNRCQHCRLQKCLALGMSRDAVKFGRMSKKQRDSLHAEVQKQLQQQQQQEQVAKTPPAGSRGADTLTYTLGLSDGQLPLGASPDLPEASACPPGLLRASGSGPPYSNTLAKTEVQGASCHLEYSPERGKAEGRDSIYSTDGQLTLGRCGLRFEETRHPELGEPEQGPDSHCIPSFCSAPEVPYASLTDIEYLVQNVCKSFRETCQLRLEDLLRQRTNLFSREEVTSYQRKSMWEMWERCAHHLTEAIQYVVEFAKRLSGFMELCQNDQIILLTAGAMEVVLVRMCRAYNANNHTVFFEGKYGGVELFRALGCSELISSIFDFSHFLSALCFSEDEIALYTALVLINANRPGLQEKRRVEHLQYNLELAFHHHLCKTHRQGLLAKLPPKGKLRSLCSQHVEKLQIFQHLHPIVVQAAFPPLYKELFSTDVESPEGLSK
#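 ROR gamma transcriptional activity was tracked as Gal4-UAS luciferase output in stably transfected Drosophila Schneider cells, with compound added 1 hr before 700 uM copper sulfate induction and a 20 hr ambient-temperature incubation.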
# p53 reactivation = qHTS assay for re-activators of p53 using a Luc reporter. actives 0.063% (n = 320,000). H1299 p53-A138V BP100-luciferase reporter, luminescence, 24 h. Potency, µM (top dose mostly 92.2 µM), for the others: top-dose activity change, positive = activation, usual class: activators; also: potency is read from the fitted curve at half-maximal effect; % of control where 0% means no effect; nearly all actives have a fitted effect of over 45% in size
#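 H1299 (p53-null), stable ts p53-A138V + BP100-Luc; 1000 cells/well, Opti-MEM/10% FBS; cpd 4 pt, 1:5; 24 h, 37 deg C, 5% CO2; detection reagent 10 min RT; luminescence.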
# BRCA1 expr act = qHTS Assay to Identify Small Molecule Activators of BRCA1 Expression; actives 1.1% (n = 380,000); Potency, µM (titrated, usually from 46.1 µM), for the others: top-dose activation, usual class: activators; AID 624202, 2012; MCF7-BRCA1-FFLuc reporter, luminescence, 48 h; response scale: scaled: vehicle 0%, 10 µM genistein 100%; also: potency is read from the fitted curve at half-maximal effect; nearly all actives have a fitted effect of over 80% in size; some results filed as inactive show a strong effect at the top dose
#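 MCF7-BRCA1-FFLuc, 2000 cells/well; 2 h attach, 37 °C/5% CO2; compound 48 h; luciferase substrate 15 min; luminescence end-point. Norm. to genistein 10 microM max activation and DMSO; concentration-response curves fitted.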
# Starred values were filed as active, the others as inactive; ? = inconclusive; / = no result given; & = joins results of further samples; [ ] = another dose, or the depositor's remark. Unless noted, calls follow the shape of the dose curve; as a rule, active = well fitted curve in the direction sought with a large enough effect; inconclusive = small, poorly fitted or top-dose-only effect, or another doubt; inactive = no such curve, though single readings can be large; an effect the other way counts as inactive or inconclusive.
# Each structure is followed by: Tb PFK block	NPC1 promoter act	TRPV1 agonist	Rab9 prom act	ELG1 genotox	FLuc counter	ELG1 DNA repair	VP16 counter	RORg inh	p53 reactivation	BRCA1 expr act
> NC(=O)COC(=O)c1ccc2c(c1)S(=O)(=O)c1ccccc1C2=O
→ 7%	-4%	2	3%	-6%	0%	10%	-6%	-9%	0%	-17%
> COc1ccc(Cl)cc1NC(=O)CSc1nnc(C2CC2)n1N
→ -3%	0%	3	9%	1%	18%	1%	/	/	-4%	-18%
> COc1ccc(OC)c(N(CC(=O)N2CCC(C)CC2)S(=O)(=O)c2ccccc2)c1
→ 1%	0%	19	1%	-1%	3%	-7%	0%	31%	-6%	5%
> O=C(C[n+]1ccc(C(=O)N/N=C/c2ccc(Cl)cc2Cl)cc1)c1ccccc1
→ -3%	-5%	9	3%	-2%	2%	-1%	0%	11%	1%	-2%
> COc1cc(-c2noc(C)c2/C=C/c2cccc([N+](=O)[O-])c2)cc(OC)c1OC
→ 4%	-26%	?	-24%	-8%	0%	2.6µM*	-9%	?	?	-82%
> O=S1(=O)CCOCCCN1Cc1ccccc1F
→ -1%	-5%	3	5%	4%	1%	16%	4%	4%	2%	0%
> COc1cc(/C=C/C(=O)OCC(=O)Nc2ccc3c(c2)OCO3)ccc1O
→ 2%	/	/	/	4%	/	?	/	/	?	-24%
> CC1(C)O[C@@H]2[C@H](O1)[C@@H](CO)O[C@H]2n1cc(Br)c(=O)[nH]c1=O
→ -2%	/	/	/	2%	/	?	/	/	5%	-24%
> CCOC(=O)c1[nH]c(=O)[nH]c1CN(Cc1ccco1)Cc1[nH]c(=O)[nH]c1C(=O)OCC
→ 5%	-2%	-3	10%	0%	0%	-8%	-3%	16%	0%	1%
> O=C(Nc1cccc(S(=O)(=O)N2CCCCC2)c1)C1CCC1
→ -4%	-2%	30	-5%	-1%	8%	19%	/	/	0%	-26%
> O=C(COc1ccccc1)Nc1cc(C(F)(F)F)ccc1N1CCCC1
→ 1%	-10%	21	-5%	-12%	2%	?	-10%	39%	5%	-54%
> COc1ccc(OC)c2[nH]c(=O)c(CCNC(=O)C(=O)c3c(C)[nH]c4ccccc34)cc12
→ -4%	0%	1	-33%[inhibitor]	-10%	3%	?	-2%	18%	-4%	0%
> Cc1ccc2c(c1)C(C)CC(C)(C)N2C(=O)CN1CCN(C)CC1 (configuration not stated)
→ 2%	-5%	1	-2%	0%	-3%	-3%	4%	0%	-2%	2%
> Cc1cc(NC(=O)CSc2ccc(-c3ccc(Br)cc3)nn2)no1
→ -8%	?	28	?	?	2%	?	?	-95%	6%	26%
> O=C(c1cccc(Cl)c1Cl)N1CCN(c2ccccn2)CC1
→ 0%	1%	23	5%	-5%	2%	0%	1%[0.365 µM]	-14%	-5%	6%
> CC(=O)N1CCN(C(=O)CNc2cc(C(F)(F)F)ccc2OCC(F)(F)F)CC1
→ 0%	2%	-1	-5%	4%	2%	-3%	0%	6%	5%	-3%
> O=C(c1ccc(N2CCCCS2(=O)=O)cc1)N1CCN(c2ccc(N3CCOCC3)nn2)CC1
→ -1%	-1%	-2	-6%	0%	-8%	-18%	-4%	34%	9%	-3%
> COc1ccccc1CNC(=O)COC(=O)c1cc(S(=O)(=O)N2CCOCC2)ccc1Cl
→ 2%	1%	9	-2%	-1%	6%	-22%	/	/	0%	-2%
> O=C(/C=C/c1ccco1)Nc1nnc(-c2ccco2)s1
→ 2%	0%	0	20%	5%	0%	?	29%	?	3%	-11%
> Cc1ccccc1OC(=O)c1cccnc1
→ 2%	-3%	-1	-1%	4%	5%	6%	-12%	50%	/	-13%
> CCOC(=O)C(C)Oc1ccc(NC(=O)C(Cl)Cl)cc1 (configuration not stated)
→ -3%	2%	-2	-8%	3%	-2%	?	3%	-2%	8%	-13%
> O=C(COC(=O)c1cc(S(=O)(=O)N2CCOCC2)ccc1F)NC1CC1
→ -9%	/	/	/	2%	/	11%	/	/	3%	-4%
> O=C(c1cc(C2CC2)on1)N1CCN(c2ccc(F)cc2)CC1
→ -8%	-2%	?	-4%	?	-1%	1%	-5%	25%	-3%	3%
> Cc1ccccc1NC(=O)C(C)N1C(=O)c2ccccc2C1=O (configuration not stated)
→ -3%	-2%	3	-1%	1%	-2%	-3%	-1%	-3%	/	9%
> COc1ccc(OC)c(S(=O)(=O)NC2CCCCNC2=O)c1 (configuration not stated)
→ -4%	-2%	4	-11%	-3%	-4%	-12%	4%	-4%	-3%	6%
> O=C(Nc1c(-c2ccccc2)nc2c(Br)cc(Br)cn12)c1ccco1
→ -2%	1%	11	-4%	0%	2%	16%	3%	8%	1%	38%
> CCN1C(=NCCOC)N[C@@H](c2cccc(C(F)(F)F)c2)C(C(=O)OC)=C1C
→ -4%&2%	4%	3	0%	-2%	-4%	16%	0%	?	7%	-5%
> O=C(CSc1nnc(-c2cccc(S(=O)(=O)N3CCCCC3)c2)o1)c1ccc[nH]1
→ -2%	0%	13	9%	-1%	-9%	-23%	0%	35%	3%	0%
> CC(=O)Nc1ccc(NS(C)(=O)=O)cc1
→ 2%	0%	-3	4%	0%	1%	3%	7%	-21%	-4%	-3%
> Cc1cccc(NC(=O)CSCC(=O)N2CCN(C(=O)c3ccco3)CC2)c1
→ 0%	-2%	-3	-4%	2%	-2%	2%	/	/	5%	-3%
> CC(C)c1ccc(-c2nn(-c3ccccc3)cc2C(=O)NCC2CCCO2)cc1 (configuration not stated)
→ -4%	2%	?	-11%	-9%	-12%	?	/	/	-3%	-42%
> CC(NC(=O)c1ccco1)C(=O)Nc1nc(-c2ccccn2)cs1 (configuration not stated)
→ -4%	-1%	0	10%	1%	2%	-16%	-22%	11µM*	?	0%
> O=C(c1cc2n(n1)C(C(F)(F)F)CC(c1ccc(Cl)cc1)N2)N1CCCC1 (configuration not stated)
→ -5%	-1%	-21	4%	3%	11%	-6%	-8%	8%	-5%	0%
> COc1cc(/C=C/C(=O)OCC(=O)Nc2ccc(Cl)cn2)ccc1O
→ 2%	3%	?	2%	5%	-2%	?	/	/	0%	-20%
> COc1ccc([C@H]2C=C(C(=O)O)O[C@@H](OCc3ccc(CO)cc3)C2)cc1
→ 3%	-3%	-1	2%	2%	2%	-1%	1%	-10%	4%	-10%
> O=C(COC(=O)C1CC2CCCC(C1)C2=O)NNC(=O)c1ccccc1Br (configuration not stated)
→ ?	-3%	1	-5%	2%	-1%	0%	/	/	-5%	15%
> CCc1cc2c(SCc3nc4sc(C(C)=O)c(C)c4c(=O)[nH]3)ncnc2s1
→ 2%	-1%	1	-8%	-8%	1%	?	?	10µM*	-3%	-35%
> O=C(CNC(=O)c1ccc(Br)cc1)NC1=NCCS1
→ -5%	0%	2	-5%	0%	-6%	-2%	3%	-38%	12%	-15%
> CCn1cc(-c2ccnc3cc(C(=O)O)nn23)c(C)n1
→ -6%	-2%	-7	-1%	-1%	-4%	6%	7%	1%	1%	8%
> CC(=O)N1CC=CC1(C)C(=O)O (configuration not stated)
→ -2%	-4%	-1	2%	3%	-1%	1%	-4%&12%	-28%&-18%	-9%	3%
> Cc1nn(C(C)(C)C)c(OC(=O)c2cccs2)c1S(=O)(=O)c1ccccc1
→ 0%	3%	1	10%	-2%	-2%	-1%	5%	36%	-22%	-33%
> CCCCSc1cc(C)nc2ncnn12
→ 0%	-1%	2	0%	2%	5%	9%	-10%	-8%	2%	-28%
> COCC(=O)N1CCC(Oc2ccc(C(=O)NCCCC3CCCC3)cc2)CC1
→ 0%	-4%	0	-3%	-7%	?	28%	16%	29%	6%	-40%
